Source: PubChem (Sanford-Burnham Center for Chemical Genomics)
KOR beta-arrestin-1 = kappa opioid receptor activators – cell-based, luminescence, uHTS, primary screen (AID 1777). one-dose activation, % at 10 µM; EC50 in µM for titrated hits. KOR beta-arrestin recruitment, luminescence; higher % means a stronger effect. hit rate 0.02% among 280,000; in the data active = activation above about 50%, passing the limit was not always enough; note: a part of the inactive calls stands beside numbers as strong as those of hits
NOD2 inhibition = inhibition of NOD2-driven NF-kB reporter – cell-based, luminescence, uHTS, HEK293 (AID 1566). HEK293 NOD2/NF-kB luciferase reporter, luminescence; higher % means a stronger effect. inhibition, % at 4 µM; hits with a dose series show EC50 in µM. hit rate 0.63% among 290,000; note: many of its hits are not listed in these tables
XIAP displacement = XIAP antagonists, biochemical, IAP family, fluorescence polarization (AID 1018). XIAP BIR domain, fluorescence polarization peptide displacement; higher % means a stronger effect. one-dose displacement, % at 20 µM; IC50 in µM for titrated hits. hit rate 0.007% among 200,000; in the data active = displacement above about 50%; note: a part of the inactive calls stands beside numbers as strong as those of hits
LYP inhibition = PTPN22 lymphoid phosphatase activity blockers – biochemical, fluorescence intensity, uHTS (AID 1779) | recombinant LYP phosphatase, fluorescence intensity; higher % means a stronger effect | inhibition, % at 11.5 µM; hits with a dose series show IC50 in µM | hit rate 0.054% among 290,000;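 note: plate controls were vehicle with enzyme for no effect and no enzyme for full effect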
NOD1 NF-kB reporter = NOD1 signaling inhibitors, primary screen, cell-based, luminescence, uHTS (AID 1578). NOD1-driven NF-kB luciferase reporter cells, luminescence; higher % means a stronger effect. inhibition, % at 4 µM, or EC50 in µM where a hit was titrated. hit rate 1% among 290,000; in the data active = inhibition mostly above about 36%, no sharp cut-off; inactive = mostly below about 34%;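 note: HEK-293T reporter cells stimulated with the NOD1 agonist gamma-tri-DAP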
TNAP activation fold = human TNAP enzyme activators, primary screen, biochemical, luminescent, no phosphate acceptor, uHTS (AID 1001); purified TNAP, luminescent activation assay, no phosphate acceptor; higher activation fold means a stronger effect; one-dose activation fold at 20 µM; EC50 in µM for titrated hits; hit rate 0.03% among 200,000; in the data active = activation fold from about 3, or a potency from the dose series; inactive = the rest, 99 in 100 with activation fold below about 1.6; note: many of its hits are not listed in these tables
PMI inhibitors = MPI enzyme activity inhibition – biochemical, fluorescence intensity, coupled assay, primary screen (AID 1209). purified PMI enzyme, coupled fluorescence intensity; higher % means a stronger effect. hit rate 0.42% among 190,000. one-dose inhibition, % at 20 µM; IC50 in µM for titrated hits;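 note: plate controls were DMSO vehicle for no effect and wells lacking substrate for full effect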
PMI inhibition = MPI inhibition at elevated mannose 6-phosphate – biochemical, fluorescence intensity, high mannose 6-phosphate, primary screen (AID 1220) | recombinant PMI enzyme, coupled fluorescence intensity; higher % means a stronger effect | one-dose inhibition, % at 20 µM; IC50 in µM for titrated hits | hit rate 0.66% among 190,000
KOR beta-arrestin-2 = kappa opioid receptor blockers – cell-based, luminescence, uHTS (AID 1778); inhibition, % at 10 µM, or IC50 in µM where a hit was titrated; KOR beta-arrestin recruitment, luminescence, antagonist mode; higher % means a stronger effect; hit rate 0.091% among 290,000; note: strong numbers were not always called active
An asterisk follows results filed as active; x = not tested or not shown; [ ] = remark or other dose. Cut-off read from the data, not from the text of the source, unless noted: active = inhibition above about 50%; inactive = the rest.

SMILES | KOR beta-arrestin-1 | NOD2 inhibition | XIAP displacement | LYP inhibition | NOD1 NF-kB reporter | TNAP activation fold | PMI inhibitors | PMI inhibition | KOR beta-arrestin-2
NCCc1ccc(O)cc1 | -3.0% | 11% | 1.1% | -2% | -27% | 1 | 12% | 12% | -29%
Cc1ccc(S(=O)(=O)c2ccc([N+](=O)[O-])cn2)cc1 | -4.0% | x | x | -3% | 6.7µM* | x | x | x | 24%
Cn1c(C(=O)N2CCC(C(=O)N3CCC4(CC3)OCCO4)CC2)cc2sccc21 | 9.7% | 13% | -1.7% | -8% | -10% | 1.1 | 4% | 5% | -33%
O=C(CCl)Nc1cc(-c2ccccc2)nn1-c1ccccc1 | 2.0% | x | -2.4% | -6% | 4.7µM* | 1.1 | 2% | 5% | 22%
CCCCn1c(N)c(C(=O)NCCN2CCOCC2)c2nc3ccccc3nc21 | -3.0% | 8% | -0.9% | -11% | -40% | 1.2 | 17% | 49% | -29%
COc1ccc(C(=O)CC2(CC(=O)c3ccc(OC)cc3)C(=O)N(C)C(=O)N(C)C2=O)cc1 | 3.3% | -7% | -4.2% | -4% | -27% | 1 | -4% | -1% | -72%
COP(=O)(NS(=O)(=O)c1ccccc1)OC | -3.4% | 19% | -2.2% | -7% | -5% | 1.1 | -13% | -21% | 5%
CC(=NCc1ccc2c(c1)OCO2)c1c(O)[nH]c(=O)[nH]c1=O | 4.0% | -49% | -6.5% | -10% | -4% | 1 | -5% | -2% | -56%
c1cncc(CNC2=NCCCCC2)c1 | -3.1% | -29% | 0.0% | -1% | 5% | 1.1 | 6% | 3% | 11%
O=C(O)Cn1cc(/C=C2\C(=O)NC(=O)N(c3ccc(Cl)cc3)C2=O)c2ccccc21 | 5.6% | 3% | x | 9% | -10% | x | x | x | 2%
Cc1cc(OC(=O)CCNC(=O)OC(C)(C)C)c2c3c(c(=O)oc2c1)CCC3 | 0.4% | 27% | 0.3% | 3% | 28% | 1.1 | 6% | 3% | -3%
Fc1ccccc1CNCCc1c[nH]c2ccccc12 | -2.7% | 3% | x | -3% | -4% | x | x | x | 29%
O=C1CN(O)C(c2ccccc2)=c2cc(Cl)ccc2=N1 | -4.1% | 8% | x | -10% | 0% | x | x | x | -16%[20 µM]
CCCC[N+]12CCC(CC1)C(C(O)(c1ccccc1)c1ccccc1)C2 (stereo not given) | 5.8% | -2% | x | -4% | -3% | x | x | x | 2%
Cc1ccc2c(c1)C1CN(C)CCC1N2S(=O)(=O)c1ccccc1 (stereo not given) | x | 12% | -2.9% | -11% | -6% | 1.1 | 0% | 13% | x
O=C1c2ccccc2C2(c3ccc(Cl)cc3)NCCN12 (stereo not given) | 9.1% | -3% | 2.4% | -9% | 12% | 1.1 | 5% | 10% | 5%
Cc1cc(OC(C)C(=O)N[C@H](C(=O)O)c2ccccc2)c2c3c(c(=O)oc2c1)CCC3 (stereo not given in full) | 0.5% | 12% | x | -3% | -18% | x | x | x | 5%[20 µM]
CCOC(=O)C1CN(C)CCC1=O (stereo not given) | 1.5% | 6% | -1.1% | -10% | -11% | 1.1 | -1% | 0% | -7%
CC[C@]12C=CCN3CCC4(c5cc(Br)c(OC)cc5N(C)C4[C@@](O)(C(=O)OC)[C@@H]1OC(C)=O)C32 (stereo not given in full) | -3.8% | 18% | -5.9% | 0% | -44% | 1.1 | 17% | 15% | 16%
Cc1ccc(NC(=O)c2cn(CCC#N)nc2-c2ccc3c(c2)OCCO3)c([N+](=O)[O-])c1 | -3.1% | -1% | -4.2% | -5% | -23% | 1.1 | 18% | 10% | 16%
CC(C)N1CCN(c2ccc(O)cc2)CC1 | 2.4% | 2% | -2.4% | -1% | -31% | 1.1 | 47% | 65%* | x
C#CC1(OC(=O)c2ccccc2)CC(C)N(C)CC1C (stereo not given) | -0.5% | 17% | x | -10% | 33% | x | x | x | -4%
CN(C)S(=O)(=O)c1cc(NC(=O)COC(=O)Cc2ccccc2)ccc1Cl | 6.1% | 15% | -4.7% | -3% | 10% | 1 | 4% | 4% | 0%
CCCc1[nH]nc2c1C1(C(=O)N(Cc3ccccc3)c3ccccc31)C(C(=O)OC)=C(N)O2 (stereo not given) | -2.4% | -13% | -11% | -2% | 43% | 1.1 | 16% | 5% | -8%
CCCCCCCn1c(=O)c(C(=O)Nc2cnccn2)c(O)c2ccccc21 | 3.9% | 7.8µM* | x | -5% | 6.3µM* | x | x | x | 11%

14 of the compounds above, with two lines to a compound.
Each structure is followed by: KOR beta-arrestin-1	NOD2 inhibition	XIAP displacement	LYP inhibition	NOD1 NF-kB reporter	TNAP activation fold	PMI inhibitors	PMI inhibition	KOR beta-arrestin-2
Cc1cc(OC(=O)CCNC(=O)OC(C)(C)C)c2c3c(c(=O)oc2c1)CCC3
  0.4%	27%	0.3%	3%	28%	1.1	6%	3%	-3%
Fc1ccccc1CNCCc1c[nH]c2ccccc12
  -2.7%	3%	x	-3%	-4%	x	x	x	29%
O=C1CN(O)C(c2ccccc2)=c2cc(Cl)ccc2=N1
  -4.1%	8%	x	-10%	0%	x	x	x	-16%[20 µM]
CCCC[N+]12CCC(CC1)C(C(O)(c1ccccc1)c1ccccc1)C2 (stereo not given)
  5.8%	-2%	x	-4%	-3%	x	x	x	2%
Cc1ccc2c(c1)C1CN(C)CCC1N2S(=O)(=O)c1ccccc1 (stereo not given)
  x	12%	-2.9%	-11%	-6%	1.1	0%	13%	x
O=C1c2ccccc2C2(c3ccc(Cl)cc3)NCCN12 (stereo not given)
  9.1%	-3%	2.4%	-9%	12%	1.1	5%	10%	5%
Cc1cc(OC(C)C(=O)N[C@H](C(=O)O)c2ccccc2)c2c3c(c(=O)oc2c1)CCC3 (stereo not given in full)
  0.5%	12%	x	-3%	-18%	x	x	x	5%[20 µM]
CCOC(=O)C1CN(C)CCC1=O (stereo not given)
  1.5%	6%	-1.1%	-10%	-11%	1.1	-1%	0%	-7%
CC[C@]12C=CCN3CCC4(c5cc(Br)c(OC)cc5N(C)C4[C@@](O)(C(=O)OC)[C@@H]1OC(C)=O)C32 (stereo not given in full)
  -3.8%	18%	-5.9%	0%	-44%	1.1	17%	15%	16%
Cc1ccc(NC(=O)c2cn(CCC#N)nc2-c2ccc3c(c2)OCCO3)c([N+](=O)[O-])c1
  -3.1%	-1%	-4.2%	-5%	-23%	1.1	18%	10%	16%
CC(C)N1CCN(c2ccc(O)cc2)CC1
  2.4%	2%	-2.4%	-1%	-31%	1.1	47%	65%*	x
C#CC1(OC(=O)c2ccccc2)CC(C)N(C)CC1C (stereo not given)
  -0.5%	17%	x	-10%	33%	x	x	x	-4%
CN(C)S(=O)(=O)c1cc(NC(=O)COC(=O)Cc2ccccc2)ccc1Cl
  6.1%	15%	-4.7%	-3%	10%	1	4%	4%	0%
CCCc1[nH]nc2c1C1(C(=O)N(Cc3ccccc3)c3ccccc31)C(C(=O)OC)=C(N)O2 (stereo not given)
  -2.4%	-13%	-11%	-2%	43%	1.1	16%	5%	-8%

The results go on.
SMILES | KOR beta-arrestin-1 | NOD2 inhibition | XIAP displacement | LYP inhibition | NOD1 NF-kB reporter | TNAP activation fold | PMI inhibitors | PMI inhibition | KOR beta-arrestin-2
Fc1ccc(CN2CCN(c3ccc(Cl)cc3)CC2)cc1 | -2.5% | -12% | -3.6% | -5% | -38% | 1.1 | 1% | 5% | 3%
O=C(O)c1ccccc1-c1ccc(C=C2C(=O)N(c3ccccc3)C(=S)N(c3ccccc3)C2=O)o1 | 27% | -6% | x | 0% | -24% | x | x | x | -15%[20 µM]
O=C1NC(=O)C(CCc2ccncc2)(Cc2ccc3c(c2)OCO3)C(=O)N1CCc1ccccc1 (stereo not given) | -2.0% | -12% | -4.0% | 2% | -12% | 1.1 | 11% | 10% | 12%
O=C(N=Nc1c(O)[nH]c(=O)[nH]c1=O)C1COc2cc3ccccc3cc2O1 (stereo not given) | -0.8% | -1% | -7.0% | -2% | -23% | 1 | 10% | 52%* | -39%
N=c1c[n+](C2CCCCC2)[n-]o1 | -1.6% | 9% | -4.3% | -3% | -10% | 1.2 | -10% | -9% | 9%
CCC(C(=O)N1CCC2(CC1)OCCO2)n1c2ccccc2c2nc(=O)cc(C)n21 (stereo not given) | 2.3% | 10% | x | -8% | 18% | x | x | x | -46%
Cc1ccc(CN2CC3CC(C2)c2cccc(=O)n2C3)cc1 (stereo not given) | -5.3% | 11% | 4.0% | 0% | 4% | 1.1 | 4% | -2% | 18%
Cc1[nH]n(-c2ccccc2)c(=O)c1C(c1ccc([N+](=O)[O-])cc1)c1c(C)[nH]n(-c2ccccc2)c1=O | -0.8% | 4% | -6.2% | 2% | -6% | 1.1 | 2% | 1% | 19%
Clc1cnc(Oc2ccc(Oc3ncc(Cl)cc3Cl)cc2)c(Cl)c1 | -1.3% | 1% | -18% | -4% | 0% | 1.1 | 6% | 14% | 7%
O=c1c2ccccc2nc(-c2cccs2)n1-c1cnccn1 | -9.4% | -5% | -2.2% | -3% | 8% | 1.1 | 3% | 2% | 16%
COc1ccccc1-n1c(O)c(C=NC2CC2)c(=O)[nH]c1=O | -5.9% | 12% | -2.8% | -8% | -6% | 1.2 | -5% | -3% | 4%
CCC(=NCCCn1ccnc1)c1c(O)n(-c2ccc(OC)cc2)c(=O)[nH]c1=O | 5.7% | -4% | x | 1% | -9% | x | x | x | -9%
CCOc1cc2c(cc1OCC)-n1cccc1C(c1cccc(F)c1F)NC2 (stereo not given) | -4.4% | 4% | x | -6% | -8% | x | x | x | -8%
O=c1c2ccccc2nc(-c2ccoc2)n1-c1ccccc1Cl | -6.1% | 23% | -4.8% | -5% | 33% | 1 | -4% | -4% | -8%
Cn1cccc1CNCCc1ccccc1F | 1.3% | 8% | -2.7% | -12% | -24% | 1 | -6% | 6% | 15%
O=P(CCl)(Nc1ccccc1)C(Cl)(Cl)Cl (stereo not given) | -2.7% | 6% | -1.9% | -2% | -34% | 1 | -12% | -3% | 2%
CC(C)OP(=O)(Oc1ccc(C(O)C(Cl)(Cl)Cl)cc1)OC(C)C (stereo not given) | 4.1% | 7% | x | -3% | -4% | x | x | x | 13%
COc1nc2ccccc2nc1N1CCN(C)CC1 | 4.5% | -13% | x | -7% | -8% | x | x | x | -30%
COc1ccc(-n2c(/C=C/c3ccc(O)c(O)c3)nc3ccccc3c2=O)cc1 | -0.4% | 11% | x | 8% | -18% | x | x | x | 19%
O=c1[nH]c(=S)[nH]c(O)c1N=Nc1cc2c(cc1[N+](=O)[O-])OCO2 | -6.5% | 5% | -5.3% | 0% | -26% | 0.7 | 6% | 26% | 15%
CCOC(=O)C1=C(N)OC2=C(C(=O)CC(C)(C)C2)C12C(=O)Nc1ccccc12 (stereo not given) | -3.8% | 12% | -4.3% | 0% | -8% | 1.1 | 3% | 7% | 32%
C=CCn1c(O)c(C(C)=NCCCn2ccnc2)c(=O)[nH]c1=O | 1.8% | 21% | x | -4% | -3% | x | x | x | 17%
CCN(CC(=O)Nc1ccc(C#N)c(Cl)c1)CC(=O)NC(C)(C)C | -1.1% | -24% | 1.5% | -6% | -28% | 1.1 | 9% | 12% | -6%
O=C1NC(=O)N(CC2CCCO2)C(=O)/C1=C/c1cccs1 (stereo not given) | 5.5% | 0% | x | 3% | -9% | x | x | x | -60%
CCOC(=O)Cc1csc(NC(=O)c2c(O)c3ccccc3n(CCC(C)C)c2=O)n1 | 9.4% | 7% | -1.7% | 0% | -28% | 1.1 | 6% | -8% | -25%[20 µM]

A portion of the library; count on the stated rates, not on these rows.
